# Pol iota inh = blocks human DNA polymerase iota activity. AID 588590. Pol iota fluorescent replication assay, 10 min. Potency, µM (series often up to 115 µM), inactives show at the highest dose activity, negative = inhibition, hits mostly inhibitors. 390,000 compounds, 1% hits. Q9UNA4
#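 Fluorescent replication assay read twice, at 0 min and 10 min after adding 50 nM (final) substrate. Enzyme (10 nM) and compounds were first incubated 15 min at room temperature; enzyme-free buffer wells were negative controls.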
# G9a block = G9a (human) methyltransferase inhibition | Q96KQ7 | Potency, µM (highest dose often 102 µM), inactives show top-dose activity, negative = inhibition, usual class: inhibitors | G9a H3K9 monomethylation, AlphaScreen, 2 h | AID 504332 | 350,000 compounds, 8.8% hits; note: % is set by controls: 0 for no effect and ±100 for the full control effect; nearly all actives have a fitted effect of over 75% in size
#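 G9a (20 nM) preincubated 15 min RT with compounds, then 500 nM biotinylated H3K9 peptide and 20 uM SAM added; 2 h RT reaction. Monomethyl-H3K9 product detected by AlphaScreen with anti-H3K9me1 antibody, streptavidin donor and anti-rabbit IgG acceptor beads.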
# POLB inh = blocks human DNA polymerase beta activity. 340,000 compounds, 1.3% hits. Potency, µM (top dose mostly 114 µM), for inactives: top-dose activity change, negative = inhibition, most hits filed as inhibitors. Pol beta primer extension/strand displacement, fluorescence kinetic; note: % is set by controls: 0 for no effect and ±100 for the full control effect
#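 Preincubation: enzyme (10 nM) with compound, 15 min, RT. Reaction: substrate added to 50 nM final. Reads: 0 and 10 min. Analysis: normalized, Hill fit.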
# POLH inh = inhibitors of human DNA polymerase eta; Q9Y253; recombinant Pol eta, fluorescent DNA replication assay; Potency, µM (top dose mostly 114 µM), without a hit: top-dose activity change, negative = inhibition, hits mostly inhibitors; 390,000 compounds, 1.2% hits; AID 588591; note: % is set by controls: 0 for no effect and ±100 for the full control effect
#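 Pol eta at 10 nM preincubated with compounds 15 min at room temperature; reaction started with fluorescent substrate (50 nM final) and read kinetically at 0 and 10 min.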
# APE1 inh = blocks human APE1 abasic DNA cleavage; P27695; Potency, µM (titrated, usually from 65.8 µM), for the others: top-dose activity change, negative = inhibition, usual class: inhibitors; recombinant APE1, TAMRA/BHQ-2 abasic DNA cleavage fluorescence; 350,000 compounds, 0.35% hits;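 note: plate controls were vehicle for no effect and reference inhibitor for full effect; nearly all actives have a fitted effect of over 55% in size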
#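 Activity was derived from the fluorescence gain between first and third kinetic reads (60 s intervals, ex 525/em 598 nm) after 50 nM THF-abasic TAMRA/BHQ-2 duplex was added to 0.75 nM APE1 preincubated 15 min with compound.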
# BLM inh = Bloom syndrome helicase (human) inhibition; P54132; recombinant BLM DNA unwinding, fluorescence dequenching; Potency, µM (titrated, usually from 56.1 µM), for the others: top-dose activity change, negative = inhibition, usual class: inhibitors; 350,000 compounds, 0.2% hits; AID 2528;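 note: plate controls were vehicle for no effect and no enzyme for full effect; nearly all actives have a fitted effect of over 35% in size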
# JMJD2A Tudor inh = blocks the human JMJD2A Tudor domain; O75164; AID 504339; Potency, µM (top dose mostly 114 µM), for inactives: top-dose activity change, negative = inhibition, actives largely listed as inhibitors; AlphaScreen JMJD2A-Tudor / H3K4me3 peptide binding; 390,000 compounds, 4.4% hits; note: % is set by controls: 0 for no effect and ±100 for the full control effect; nearly all actives have a fitted effect of over 50% in size
# BAZ2B block = inhibitors of human BAZ2B bromodomain; Q9UIF8; AlphaScreen BAZ2B-H3K14Ac peptide displacement; AID 504333; 360,000 compounds, 4.4% hits; Potency, µM (titrated, usually from 114 µM), inactives show at the highest dose activity change, negative = inhibition, hits mostly inhibitors; note: % is set by controls: 0 for no effect and ±100 for the full control effect; nearly all actives have a fitted effect of over 60% in size
#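 BAZ2B 50 nM plus b-H3(5-23)K14Ac 50 nM, PBS pH 7.4/0.01% Tween-20, 30 min RT; compound added (max 110 uM), 30 min RT; streptavidin donor/Ni-chelate acceptor beads 10 ug/mL final, 20 min dark; AlphaScreen read.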
# Pol kappa inh = DNA polymerase kappa (human) inhibition; purified Pol kappa, fluorescent DNA synthesis assay, 10 min; Potency, µM (titrated, usually from 107 µM), for the others: top-dose activity, negative = inhibition, most hits filed as inhibitors; 400,000 compounds, 0.53% hits; Q9UBT6; note: % is set by controls: 0 for no effect and ±100 for the full control effect
# Target sequence (Q9UBT6 whole entry, looked up): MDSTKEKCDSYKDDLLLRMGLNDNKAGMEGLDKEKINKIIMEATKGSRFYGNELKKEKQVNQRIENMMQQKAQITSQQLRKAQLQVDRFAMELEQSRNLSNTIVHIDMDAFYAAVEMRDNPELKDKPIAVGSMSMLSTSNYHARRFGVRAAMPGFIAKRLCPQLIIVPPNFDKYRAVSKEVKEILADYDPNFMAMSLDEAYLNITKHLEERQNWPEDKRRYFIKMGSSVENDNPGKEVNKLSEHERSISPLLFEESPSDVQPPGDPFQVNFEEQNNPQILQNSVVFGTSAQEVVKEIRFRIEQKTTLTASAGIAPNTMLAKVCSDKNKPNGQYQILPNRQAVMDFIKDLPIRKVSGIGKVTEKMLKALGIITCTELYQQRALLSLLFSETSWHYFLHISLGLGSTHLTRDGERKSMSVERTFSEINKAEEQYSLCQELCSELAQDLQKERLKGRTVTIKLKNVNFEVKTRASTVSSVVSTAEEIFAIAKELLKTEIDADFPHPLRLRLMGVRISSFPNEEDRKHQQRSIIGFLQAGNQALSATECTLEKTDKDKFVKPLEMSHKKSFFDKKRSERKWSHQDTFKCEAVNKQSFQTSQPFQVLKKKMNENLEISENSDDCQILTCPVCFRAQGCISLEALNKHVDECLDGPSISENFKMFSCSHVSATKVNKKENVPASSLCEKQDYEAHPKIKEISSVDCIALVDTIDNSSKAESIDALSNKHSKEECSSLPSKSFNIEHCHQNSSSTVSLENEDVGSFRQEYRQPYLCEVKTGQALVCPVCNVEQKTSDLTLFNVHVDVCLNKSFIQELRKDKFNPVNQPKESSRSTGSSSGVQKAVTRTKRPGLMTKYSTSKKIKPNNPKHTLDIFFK
#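 Fluorescent qHTS in 1536-well format: enzyme (10 nM) and compound sat 15 min at room temperature before 50 nM substrate (final) was added. Signal taken at 0 and 10 min; no-enzyme buffer wells were negative controls.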
# * hit, by the source's call; ? = inconclusive; / = not tested or not shown; & = joins results of further samples; ! = repeats disagree; [ ] = another dose, or the depositor's remark. Calls come from the whole dose curve; as a rule, active = well fitted curve in the direction sought with a large enough effect; inconclusive = small, poorly fitted or top-dose-only effect, or another doubt; inactive = no such curve, though single readings can be large; an effect the other way counts as inactive or inconclusive. Potency is the fitted concentration of half-maximal effect. This is a subset; the hit share may differ from the screen's.
# Each structure is followed by: Pol iota inh	G9a block	POLB inh	POLH inh	APE1 inh	BLM inh	JMJD2A Tudor inh	BAZ2B block	Pol kappa inh
Cc1ccc2oc(=O)c(-c3nc4ccc(C)cc4[nH]3)cc2c1
    15%	2%[59 µM]	-7%	-8%	/	-1%	-24%	4%	5%[60.1 µM]
CN1CCN(S(=O)(=O)c2ccc(=O)[nH]c2)CC1
    53%[activator]	-18%[12.7 µM]	2%	-9%	7%	2%	-21%	-1%	11%
O=C(CCl)N(c1ccccc1)c1c[nH]c2ccccc12
    19%	-28%	-15%	14µM*	-1%	-12%	-23%	12%	-11%
CN(CCC#N)C(=O)CSc1nnc(-c2c[nH]c3ccccc23)o1
    21%	-3%	17%	-18%	22%	-7%	-11%	5%	-14%
Cc1cc(SCC(=O)c2cc3ccccc3o2)nc2ccccc12
    -2%	9%[0.0925 µM]	-1%	-7%	-4%	-9%	9%	-6%	-12%
O=C(c1ccc(F)cc1Cl)N(c1ccccn1)C1CCCCC1
    176%[activator]	-3%	3%	-16%	2%	-1%	-7%	?	-14%
O=C(COc1cc(Cl)c(Cl)cc1Cl)Nn1cnnc1
    10%	-8%[59 µM]	1%	-10%	-6%	0%	-5%	-5%	-1%
Cc1cc(SCC(=O)Nc2cccc(S(=O)(=O)N3CCOCC3)c2)nc2ccccc12
    19%	40µM*	4%	-4%	-2%	-5%	-13%	-22%	2%
CCOC(=O)/C(CCC[N+](C)(CC)CC)=N\O
    -5%	11µM*	-19%	-9%	1%	-2%	?	-32%	-2%
COC(=O)C1=C(C)N=c2s/c(=C/c3ccoc3)c(=O)n2C1c1ccccc1 (stereo not given)
    -3%	?	50µM*	-11%	4%	-10%	?	?	-4%
CCc1ccc(C(c2ccccc2)c2c[nH]c3ccc(C)cc23)s1 (stereo not given)
    99%[activator]	?	22%	-5%	/	-19%	56µM*	?	-8%
CCOC(=O)c1cnc(-n2nc(C)cc2C)nc1Nc1ccc(O)cc1
    36%[activator]	?	24%	-9%	-6%	0%	-10%	-16%	10%
Cc1c(C)c2c(c(C)c1O)CCC(C)(COc1ccc(CC3SC(=O)NC3=O)cc1)O2 (stereo not given)
    /	-29%[59 µM]	/	/	-5%&-5%&2%	-19%&-9%&-17%	/	/	8%[60.1 µM]
O=C(CSc1nc2c(c(=O)n1-c1ccc(F)cc1)SCC2)Nc1ccc2c(c1)OCO2
    6%	/	/	-13%	/	/	-23%	/	-6%
CCOC(=O)CSc1nc2c(cnn2-c2ccc(F)cc2)c(=O)[nH]1
    29%	-10%	-22%	-11%	38%	-3%	-3%	-11%	-1%

# Results in POLH inh, BLM inh and G9a block, for some of the entries so far:
Structure	POLH inh	BLM inh	G9a block
CN1CCN(S(=O)(=O)c2ccc(=O)[nH]c2)CC1	-9%	2%	-18%[12.7 µM]
O=C(CCl)N(c1ccccc1)c1c[nH]c2ccccc12	14µM*	-12%	-28%
CN(CCC#N)C(=O)CSc1nnc(-c2c[nH]c3ccccc23)o1	-18%	-7%	-3%

# (continued)
# Each structure is followed by: Pol iota inh	G9a block	POLB inh	POLH inh	APE1 inh	BLM inh	JMJD2A Tudor inh	BAZ2B block	Pol kappa inh
Cc1ccc(-c2csc(NC(=O)c3cccc(S(=O)(=O)N4CCN(C)CC4)c3)n2)cc1
    9%	?	1%	4%	4%	-6%	-31%	-5%	5%
COc1ccc(C(=O)CC2SC(N)=NC2=O)cc1 (stereo not given)
    8%	11%[12.7 µM]	7%	-2%	0%	-1%	-10%	4%	-1%
CCCS(=O)(=O)N1CCC(C(=O)c2cccc(C(F)(F)F)c2)CC1
    31%[activator]	-41%[12.7 µM]	0%	-23%	-5%	-8%	-4%	-2%	-19%
COC(=O)Cc1ccc(Oc2ncc(C(F)(F)F)cc2Cl)cc1
    -35%	127%[activator]	11%	-8%	3%	-8%	62%[activator]	78%[activator]	-36%
O=C(COc1coc(CN2CCc3ccccc3C2)cc1=O)Nc1ccccc1F
    9%	?	/	3%	-5%	/	-9%	11%	-10%
CCCn1c(SCC(=O)NCc2ccc(F)cc2)n[nH]c1=O
    44%[activator]	2%	2%	-3%	-2%	-1%	45µM*	-13%	-2%
COc1ccc(C)cc1C(=O)CCC(=O)N1CCN(c2ccccc2F)CC1
    20%	5%	/	-13%	-9%	/	-5%	0%	-8%
CCCCN(CC)S(=O)(=O)N1CCC(C(=O)NCc2ccc(F)cc2)CC1
    22%	21%[12.7 µM]	0%	-5%	10%	0%	3%	-5%	-8%
CCCCn1c(N)c(N(C(=O)CSc2nnc(C)n2-c2ccccc2)C2CCCC2)c(=O)[nH]c1=O
    -6%	13%[59 µM]	/	7%	17%	/	-6%	-2%	-12%
CCN(CC)C(=O)[C@H]1C[C@H](CC(=O)NCCCN(C)C)C(=O)N2CCc3c([nH]c4cc(-c5ccco5)ccc34)[C@]12C
    64%[activator]	/	/	-17%	2%	/	?	/	2%
CCNC(=O)Nn1c(-c2ccccc2)nc2ccccc2c1=O
    30%[activator]	37%[2.33 µM]	16%	4%	4%	0%	3%	52%[activator]	-3%
CCN(CC(=O)Nc1c(F)cccc1F)C(=O)CSCC(=O)Nc1ccc(OC)cc1
    3%	-7%[0.501 µM]	/	-14%	3%	/	-4%	6%	-19%
O=C(COC(=O)c1ccc(Cl)c(S(=O)(=O)N2CCOCC2)c1)Nc1ccc2[nH]c(=O)[nH]c2c1
    -59%	-20%[59 µM]	/	?	-2%	/	-33%	3%	-25%
CCCCC/C=C\C/C=C\C/C=C\CCCCC(=O)O
    40µM*	8%&28%[59 µM]	/	20µM*	-16%&13%&2%	118%&2%[activator]	-25%	9%	50µM*!
COc1ccc(CNC(=O)CSc2nn3c(=O)c(C(C)(C)C)nnc3s2)cc1OC
    -13%	-36%	2%	-25%	-6%	-2%	-22%	/	13%
O=C(Cc1ccc(Cl)cc1)OCc1nnc(-c2ccccc2)o1
    -3%	179%[activator]	-10%	-6%	-2%	-6%	55%[activator]	35%	-25%
Cc1cccn2c(=O)c3cc(S(=O)(=O)c4ccc(Br)cc4)c(=N)n(C4CCCCC4)c3nc12
    32%[activator]	19%	49%	-4%	31%	-2%	-8%	-16%	5%
Cc1ccc(CS(=O)Cc2ccc(C(=O)NC3CCCCC3)o2)cc1 (stereo not given)
    14%	11%	1%	1%	-4%	-2%	-5%	-2%	-6%
COc1ccc(-n2cnnc2SCC(=O)c2cc(C)n(Cc3cccs3)c2C)cc1
    ?	?	?	?	-3%	-1%	?	/	-10%
O=C(NCc1ccco1)c1cc(-c2ccc(Cl)cc2)on1
    -8%	-11%	81%	-14%	-5%	-2%	-12%	-1%	-3%
COC(=O)[C@]1(C)N[C@H](CN(C)S(=O)(=O)c2ccc(C(C)(C)C)cc2)[C@@H]2C(=O)N(C)C(=O)[C@@H]21
    ?	/	/	-15%	29%	/	-13%	/	3%
CNC(=O)NC1CCCCc2sccc21 (stereo not given)
    -4%	8%[59 µM]	-10%	-1%	-3%	1%	-19%	/	-3%
CCOc1ccccc1CNC(=O)c1cnc2sc(N3CCCC3)nn2c1=O
    3%	14%[59 µM]	3%	-13%	/	3%	-8%	-8%	-24%
O=C(O)Cn1c(SCCOc2ccccc2)nc2ccccc21
    26%	-12%[59 µM]	19%	-11%	3%	6%	-7%	2%	-2%
CC1C/C(=N\NC(N)=S)c2cc(Cl)ccc2S1 (stereo not given)
    79µM*	/	6%	-9%	25%	0%	-9%	-1%	-8%
O=C(O)[C@@H]1Cc2c([nH]c3ccccc23)C2CCC(=O)N21 (stereo not given in full)
    16%	?	5%	3%	-11%	-3%	-22%	?	-21%
CS(=O)(=O)NNC(=O)Cn1nnc(-c2ccc(OCc3ccccc3Cl)cc2)n1
    -14%	/	/	5%	/	/	-11%	/	-1%
Cc1cccnc1NC(=O)CSc1nnc(CNC(=O)c2cccc([N+](=O)[O-])c2)n1C
    -2%	16%	-1%	-6%	0%	-1%	1%	-6%	-12%
CCOC(=O)CCC(=O)N1CCOCCOCCN(C(=O)CCC(=O)OCC)CCOCC1
    1%	18%	3%	-19%	2%	1%	8%	3%	-12%
O=C(CC12CC3CC(CC(C3)C1)C2)Nc1ccc2c(c1)COC2=O
    10%	15%[59 µM]	?	-23%	-5%	-4%	7%	5%	-4%

# One compound at a time (already shown). Order of values: Pol iota inh | G9a block | POLB inh | POLH inh | APE1 inh | BLM inh | JMJD2A Tudor inh | BAZ2B block | Pol kappa inh
# Listed for O=C(CC12CC3CC(CC(C3)C1)C2)Nc1ccc2c(c1)COC2=O : 10% | 15%[59 µM] | ? | -23% | -5% | -4% | 7% | 5% | -4%
# Listed for O=C(NCc1ccco1)c1cc(-c2ccc(Cl)cc2)on1 : -8% | -11% | 81% | -14% | -5% | -2% | -12% | -1% | -3%
# Listed for CS(=O)(=O)NNC(=O)Cn1nnc(-c2ccc(OCc3ccccc3Cl)cc2)n1 : -14% | / | / | 5% | / | / | -11% | / | -1%
# Listed for O=C(O)Cn1c(SCCOc2ccccc2)nc2ccccc21 : 26% | -12%[59 µM] | 19% | -11% | 3% | 6% | -7% | 2% | -2%
# Listed for O=C(O)[C@@H]1Cc2c([nH]c3ccccc23)C2CCC(=O)N21 (stereo not given in full) : 16% | ? | 5% | 3% | -11% | -3% | -22% | ? | -21%

# The listing continues.
# Each structure is followed by: Pol iota inh	G9a block	POLB inh	POLH inh	APE1 inh	BLM inh	JMJD2A Tudor inh	BAZ2B block	Pol kappa inh
O=S1(=O)NC2c3ccccc3CC2O1 (stereo not given)
    ?	/	3%	-12%	11%	-6%	-16%	8%[57.1 µM]	-2%
CC1=CC=CC2=NC(=O)CC(C)(C(=O)N(CC(=O)NC3CCCC3)c3ccccc3C)N12 (stereo not given)
    14%	-23%[59 µM]	0%	-1%	0%	-1%	-6%	-1%	-4%
COc1ccc(CN2CCn3nc(C(=O)NC4CC4)cc3C2=O)cc1
    42%[activator]	-32%	-3%	-15%	-1%	0%	-4%	-8%	2%
Cc1c(C(=O)OC(C)C)sc(N)c1C(=O)OC(C)C
    ?	?	-8%	-12%	-1%	-9%	-3%	4%	-18%
